Wnt act: activators of Wnt/beta-catenin signaling. Wnt/beta-catenin reporter cell assay, activator, plate reader. activation, % at 9.35 µM. 300,000 tested, 1.2% active. AID 743398; in the data active = activation above about 30%, passing the limit was not always enough;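 also: 0% = neutral control wells and 100% = positive control wells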
Arr AP2 block: blocks beta-arrestin peptide binding to AP2 adaptin; FITC-arrestin peptide / GST-AP2 beads, flow cytometry; AP2 beta2 appendage carries R879A mutation; inhibition, % at 10 µM; 340,000 tested, 0.31% active; AID 504490;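 active = inhibition above a set limit, near 3 SD of compounds lacking own fluorescence, cut at about 54% in these data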;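 also: plate controls were DMSO wells for no effect and 5 µM unlabelled arrestin peptide for full effect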
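System: GST-AP2 R879A bound to glutathione beads, E. coli-expressed. Also added: 50 nM FITC-arrestin peptide. Schedule: compound with beads 12 min RT, then probe 1 h RT. Signal: bead flow cytometry, FITC channel. Read-out basis: percent response.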
OPRM1-OPRD1 inv: inverse agonists of human mu-delta opioid receptor heterodimerization. cell-based MOR-DOR heterodimer luminescence, inverse agonism. P35372+P41143. inhibition, % at 9.3 µM. 340,000 tested, 0.21% active; in the data active = inhibition above about 22%, passing the limit was not always enough;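 also: 0% = cells with DMSO and 100% = wells without cells with DMSO; values of inactives mirror those of a sister screen read the other way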
Target sequence (P35372 whole entry, looked up): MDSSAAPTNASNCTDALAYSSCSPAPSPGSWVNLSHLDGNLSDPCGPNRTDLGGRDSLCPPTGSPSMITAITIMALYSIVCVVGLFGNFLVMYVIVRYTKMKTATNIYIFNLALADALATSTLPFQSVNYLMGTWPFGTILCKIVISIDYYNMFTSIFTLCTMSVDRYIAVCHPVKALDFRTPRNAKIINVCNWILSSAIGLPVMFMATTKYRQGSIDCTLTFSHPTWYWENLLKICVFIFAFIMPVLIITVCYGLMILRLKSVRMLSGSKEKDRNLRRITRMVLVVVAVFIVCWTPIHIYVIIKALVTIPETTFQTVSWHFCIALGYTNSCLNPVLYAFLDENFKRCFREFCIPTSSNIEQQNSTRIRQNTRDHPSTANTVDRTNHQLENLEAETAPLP
Target sequence (P41143 whole entry, looked up): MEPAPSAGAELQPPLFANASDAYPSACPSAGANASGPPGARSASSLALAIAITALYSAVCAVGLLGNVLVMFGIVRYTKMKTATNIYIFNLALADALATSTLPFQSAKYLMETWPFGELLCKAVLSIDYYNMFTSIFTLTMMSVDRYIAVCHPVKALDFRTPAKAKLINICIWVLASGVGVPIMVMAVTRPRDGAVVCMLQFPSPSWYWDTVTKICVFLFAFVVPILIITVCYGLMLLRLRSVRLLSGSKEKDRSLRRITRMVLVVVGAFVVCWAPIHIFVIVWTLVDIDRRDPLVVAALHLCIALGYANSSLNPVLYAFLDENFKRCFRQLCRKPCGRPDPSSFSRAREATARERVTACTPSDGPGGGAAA
cardiac RTF act: cardiac RTF calcium sensitization; P19429+P45379; IANBD-labeled TnC RTF fluorescence at EC20 calcium; 0% EC20 calcium, 100% full calcium; activation, % at 7.2 µM; 340,000 tested, 0.24% active; AID 493008;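 active = activation above the mean over all tested compounds plus 3 SD, cut at about 30% in these data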;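 also: rise in fluorescence read as greater calcium sensitivity of cardiac thin filaments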
Pemphigus Ab inh: human desmoglein-3 autoantibody binding inhibition; P32926; DSG3-coupled beads, scFv-anti-DSG3-GFP binding, flow cytometry; active compounds read low; binding (percent of control), % at 10 µM; 310,000 tested, 0.48% active; AID 588358;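 active = binding more than 3 SD below its plate's average and above zero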;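 also: hits lower antibody fragment binding to DSG3; some compounds called inactive have numbers as strong as hits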
MOR-DOR ag: OPRM1-OPRD1 heterodimerization agonism; P35372+P41143; cells, luminescence; activation, % at 9.3 µM; 340,000 tested, 0.3% active; in the data active = activation above about 18%;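 also: 0% = vehicle-treated cells and 100% = reference agonist; values of inactives mirror those of a sister screen read the other way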
V-ATPase pHluor: regulators of yeast V-ATPase proton transport; S. cerevisiae, pHLuorin cytosolic pH fluorescence; response, % at 10 µM; 350,000 tested, 0.37% active; in the data active = response mostly above about 7.3%, no sharp cut-off; inactive = mostly below about 5.4%; also: actives read high; inactives centre near 0; some compounds called inactive have numbers as strong as hits; reference of the scale not given here
Cardiac RTF inh: cardiac RTF calcium desensitization | P19429+P45379 | IANBD-labeled cardiac RTF, Ca2+ fluorescence | inhibition, % at 7.15 µM | 340,000 tested, 0.12% active | AID 493244;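 active = inhibition above the mean inhibition of all tested compounds plus 3 SD, cut at about 17% in these data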;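 also: assay run at fixed EC70 calcium of 1.6 mM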
Keap1-Nrf2 PPI: inhibitors of human Keap1-Nrf2 protein-protein interaction | Q14145 | Keap1 Kelch-Nrf2 peptide fluorescence polarization, 1536-well | inhibition, % at 9.4 µM | 340,000 tested, 0.15% active | AID 504523; in the data active = inhibition above about 12%;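 also: human Keap1 Kelch domain with fluorescein labeled Nrf2 9mer peptide probe; 0% = neutral control wells and 100% = peptide positive control; higher means more block of Keap1 binding to Nrf2 peptide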
LANA DNA inh: inhibitors of KSHV LANA C-terminal domain DNA binding. inhibition, % at 9 µM. AID 504423. 340,000 tested, 0.078% active. MBP-C-LANA/FAM-LBS DNA binding, fluorescence polarization;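 active = highest replicate inhibition at or above 60% at 9 µM, even if other replicates fall short; inactive = all replicates below 60% inhibition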;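 also: 0% = neutral control wells and 100% = 4 µM acridine orange control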
An asterisk follows results filed as active; . = no result given; & = joins results of further samples.

Value order: Wnt act	Arr AP2 block	OPRM1-OPRD1 inv	cardiac RTF act	Pemphigus Ab inh	MOR-DOR ag	V-ATPase pHluor	Cardiac RTF inh	Keap1-Nrf2 PPI	LANA DNA inh
- Cc1ccc(C(=O)OC(C)C(=O)NC2CCCCC2C)cc1S(=O)(=O)N1CCOCC1 (stereo not drawn)
  -2	0	11	-5	101	-2.1	0	-6	-1	-1.6
- Cc1noc(C)c1C(=O)Nc1ccccc1-c1ccccc1
  .	1	2	-3	99	-0.4	1	-15	2	0.1
- CNC(=O)c1sc(SC)cc1-c1ccc(Cl)cc1
  .	24	17	-3	93	-3.7	-4	-2	1	0.2
- CC(=O)Nc1cccc(C(=O)N2CCN(S(=O)(=O)c3ccc(C4CCCCC4)cc3)CC2)c1
  0	49	-10	-4	109	2.5	-1	-9	4	-0.7
- CCOC(=O)c1cc(-c2ccc(N)cc2)sc1N
  .	-3	-9	3	97	1.6	5	-9	-1	0.0
- COc1ccc(Nc2cc(C)c3c(O)cccc3n2)cc1
  0	-8	-30	1	98	5.7	2	7	-1	0.5
- Cc1ccc(NC(=O)Nc2ccno2)cc1
  -3	16	.	.	108	.	0	.	.	.
- COC(C[C@H]1O[C@H]1C(=O)[C@H](C)OCc1ccccc1)OC
  -2	-10	10	-2	104	-1.8	-2	3	-3	1.5
- O=C(/C=C/c1cccc([N+](=O)[O-])c1)NCCSCc1c(Cl)cccc1Cl
  -2	-10	4	-3	97	-0.7	1	-9	2	-0.7
- CCc1nnc(NS(=O)(=O)c2ccc(N/C=C\C(=O)c3cccc(OC)c3)cc2)s1
  -2	-3	-3	4	107	0.5	0	-3	-8	-1.3
- COc1ccc(C(=O)Nc2cccnc2)cc1C(=O)Nc1cccnc1
  23	14	13	4	98	-2.4	6	-5	-1	-6.4
- CCOc1ccccc1N1CN(CC)CNC1=S
  .	24	0	-5	97	-0.1	2	2	1	0.7
- Cc1cc(NC(=O)COC(=O)COc2ccc3c4c(c(=O)oc3c2)CCC4)no1
  1	7	11	2	102	-2.0	-2	-12	-6	-1.1
- Cc1ncoc1C(=O)Nc1ccccc1-c1ccccc1
  .	-13	10	-7	104	-1.8	-2	-4	0	-1.6
- Cc1cc(C)n2c(SCCN3C(=O)c4ccccc4C3=O)nnc2n1
  1	0	11	8	107	-2.2	0	-2	-1	1.1
- O=C(NCC1COc2ccccc2O1)c1cccc(S(=O)(=O)N2CCN(c3ccccc3)CC2)c1 (stereo not drawn)
  -2	-13	-6	-11	102	1.2	5	-1	-1	-0.6
- COc1ccc(C(=O)CCNc2ccc(C)c(Cl)c2)cc1
  -1	7	-12	-9	87	2.5	0	-3	-7	-0.8
- C/C(=N\NC(=O)CSCc1ccccc1Cl)c1cccc(NC(=O)c2ccccc2)c1
  -1	14	-17	8	90	3.1	2	-12	4	-0.4
- COC(=O)/C=C(\C)NC(=O)c1ccccc1Cl
  .	-3	4	3	95	-0.7	-8	-1	-4	-0.2
- Cc1cc(C)c2nc(NCCCNC(=S)NCCCN(C)C)c(C#N)cc2c1
  -7	29	-1	-5	106	0.2	-2	-3	-4	-4.9
- COc1cc(NC(=O)CSc2nc3[nH]ncc3c(=O)n2-c2ccc(Cl)cc2)cc(OC)c1
  4	2	-1	2	.	0.1	1	-6	-7	-0.3
- O=C(Nc1ccc2c(c1)OCO2)OCc1ccccc1
  25	-6	9	-3	101	-1.8	1	-8	-5	-0.7
- C=CCNC(=O)N[C@@H](CCSC)C(=O)OC
  -2	-5	7	3	106	-1.2	0	6	0	-2.0
- O=C(CSc1nnc(CNC(=O)c2ccc(F)cc2)o1)NCc1ccc(F)cc1
  1	-16	19	0	107	-3.6	2	2	-5	-1.0
- COc1ccc2c(=O)c3c(=O)n(Cc4ccco4)c(-c4ccco4)nc3oc2c1
  .	38	6	-3	93	-1.1	1	-2	3	-0.3
- CC(=O)O[C@H]1[C@H](O)[C@H](Oc2c(O)c(C)c3c4c2[C@@H](C)CC[C@@H]4[C@@H](C)C[C@H]3C=C(C)C)O[C@@H](C)[C@H]1O
  .	8	10	-4	98	-2.1	-5	-3	-1	1.0
- Cn1cc(CNC(=O)Nc2ccc3c(c2)OCO3)cn1
  11	2	1	3	101	-0.2	0	-5	3	-0.4
- O=C(COC(=O)C1CCN(c2ccc(C(F)(F)F)cn2)CC1)NCCc1ccccc1
  1	3	-30	-17	99	5.7	2	-22	-1	1.8
- O=C(NCCOc1ccccc1)c1cc([N+](=O)[O-])ccc1N1CCOCC1
  -9	2	7	-2	97	-1.7	-1	2	-9	0.6
- C[C@H](NC(=O)c1nc[nH]c1C(=O)NCC(=O)OC(C)(C)C)C(=O)OC(C)(C)C
  -3	.	-8	2	103	1.3	-5	-4	5	-0.5
- CCOC(=O)c1c(C)[nH]c(C(=O)/C(C#N)=C/c2ccc(OCC)cc2)c1C
  .	-33	9	10	99	-2.0	-1	-1	-1	0.1
- COCCSc1nc2sc3c(c2c(=O)n1-c1ccccc1)CCN(C)C3
  .	20	15	2	119	-2.7	-4	3	-3	0.8
- CCN(CC)c1ccc(NC(=O)CSc2nc(C)cc(=O)[nH]2)cc1
  -2	10	7	4	100	-1.2	-2	2	1	-1.4
- COC(=O)c1ccccc1NC(=O)CN1C(=O)CSC1=O
  -1	9	1	2	108	-0.1	-6	0	0	1.2
- Cc1cc(C)nc(NC2=NCC(=O)N2c2ccc(Cl)cc2)n1
  -2	6	-2	7	114	0.3	4	-5	0	2.8
- CCOC(=O)Cn1c(=O)oc2cc(S(=O)(=O)NCCc3ccc(C)cc3)ccc21
  -3&-8	3	2	0	107	-0.3	-1	-11	-5	0.6
- Cc1cc(SCC(=O)N/N=C/c2ccc(O)c(O)c2)nc2ccccc12
  -2	-2	-10	-2	107	2.0	-3	1	-1	-0.1
- COc1ccc(CN2C(=O)C(C)Nc3ncnc(N4CCN(c5ccccc5)CC4)c32)cc1 (stereo not drawn)
  -1&-3	3	50*	3	107	-11	0	-3	-3	-0.7
- O=C(Nc1ccc2oc(-c3ccccc3F)nc2c1)c1cncc(Br)c1
  3	19	-3	3	.	0.5	3	4	3	0.4
- C/C(=N\NC(=O)c1nnn(-c2nonc2N)c1CN1CCCCC1)c1ccccc1O
  1	-16	-18	-6	99	3.2	-4	0	2	-2.3
- COc1cc(S(=O)(=O)NC2CCCCC2)ccc1F
  .	-2	7	1	108	-1.2	5	-4	-6	-0.6
- CCN(CC)S(=O)(=O)c1ccc(N2CCOCC2)c(NC(=O)c2ccccc2)c1
  -1	3	6	3	94	-1.0	-1	-1	-1	0.8
- CC(C)c1ccc(NNC(=O)C2CCC2)cc1
  0	-3	10	-1	.	-2.0	-1	-7	2	1.9
- Cc1ccc(C2=NN(C(=O)C3CCCO3)C(c3ccco3)C2)cc1 (stereo not drawn)
  0	-22	1	-1	103	-0.2	1	9	-2	-1.8
- CCNC(=O)CC1C(=O)N(c2ccc(C)cc2)C(=O)N1CCc1sccc1C (stereo not drawn)
  2	4	13	2	100	-2.6	-3	3	1	-2.4
- O=C(CN1CCN(c2ccc(C(F)(F)F)cn2)CC1)NCc1ccc2c(c1)OCO2
  -1	4	-8	1	.	1.6	1	-1	-4	0.6
- CCCCN(C(=O)CSCc1c(C)noc1C)c1c(N)n(CCC)c(=O)[nH]c1=O
  3	-17	12	2	.	-2.2	1	-7	1	-1.3
- CCCOc1ccc(NC(=O)CC2C(=O)OCC3CCCCN32)cc1 (stereo not drawn)
  -5	28	4	7	.	-1.0	0	-5	1	-1.2
- C[C@]12CC[C@H](O)CC1=CCC1C2CC[C@@]2(C)C1CC[C@@H]2NC(=O)CCC(=O)O (stereo partly drawn)
  -2	21	5	1	110	-1.0	-3	-5	-1	1.9
- Nc1cccc(NP(=O)(c2ccccc2)c2ccccc2)c1
  1	5	16	3	115	-3.3	3	-5	-2	0.5
- COc1ccc2cc3cc(C(=O)N4CCN(C5CCCCC5)CC4)oc3nc2c1
  .	6	-3	8	109	0.5	2	-10	-1	-0.4
- Cc1nc(Oc2cccc(Cl)c2)c2oc3ccccc3c2n1
  -3	-2	-51	-1	108	8.3	4	-16	-3	0.4
- COc1ccc(Oc2nnc(C)c3ccccc23)cc1
  42*	15	4	5	98	-0.7	2	-4	2	0.1
- Cn1nc(C(=O)Nc2nc3ccccc3[nH]2)ccc1=O
  .	17	-16	-2	105	2.2	0	11	-6	1.6
- O=C(NCc1ccccc1)N[C@@H](Cc1ccccc1)C(=O)O
  .	16	9	3	101	-1.6	2	8	-5	1.2
- Cc1ccc(S(=O)(=O)N(C)c2ccc(C(=O)Nc3cccc(C)n3)cc2)cc1
  1	-12	-2	1	.	0.4	0	-4	1	-0.5
- COc1ccc(CCNC(=O)C2CCN(c3nn4c(=O)cc(C)nc4s3)CC2)cc1OC
  0	9	10	-3	110	-1.9	-6	2	3	-1.9
- O=C(CCCCCNC(=O)c1ccccc1)N/N=C/c1ccccc1
  0	.	8	1	108	-1.8	0	-6	0	-0.5
- CCOc1ccc(C2CC(c3cccc(OC)c3)Nc3nc(N)nn32)cc1 (stereo not drawn)
  -4	20	7	8	115	-1.4	0	-4	5	-1.0
- Clc1ccccc1/C=C/c1nc(-c2cccnc2)no1
  39*	1	19	-1	85	-3.6	-1	-1	2	-0.6

The listing continues:
Value order: Wnt act	Arr AP2 block	OPRM1-OPRD1 inv	cardiac RTF act	Pemphigus Ab inh	MOR-DOR ag	V-ATPase pHluor	Cardiac RTF inh	Keap1-Nrf2 PPI	LANA DNA inh
- CCOc1cccc(C(=O)Nc2ccc3[nH]ncc3c2)c1
  16	-4	-5	-1	125	0.9	2	-2	-1	-2.4
- CC1(C)CC(=O)C2=C(C1)Nc1ccccc1NC2c1ccccn1 (stereo not drawn)
  .	2	7	-1	105	-1.2	-2	1	-2	0.4
- CN(C(=O)CC1C(=O)NCCN1Cc1ccc2ccccc2c1)C1CCOCC1 (stereo not drawn)
  1	27	12	-6	.	-2.2	-2	0	-7	1.9
- CC(C)(C)c1ccc(NC(=O)N2CCCN(c3c(Cl)cncc3Cl)CC2)cc1
  -5	46	0	-3	.	0.0	0	3	1	0.0
- CCOC(=O)Nc1ccc2c(c1)N(C(=O)CCN(CC)CC)c1ccccc1S2=O (stereo not drawn)
  -1	5	3	0	103	-0.6	4	-4	-148	8.0
- Fc1ccccc1NC(=S)NC1CCCC1
  1	4	8	-1	118	-1.6	1	5	0	1.0
- O=[N+]([O-])c1c(Nc2ccccc2O)ccc2nonc12
  0	-14	-4	5	98	0.8	-5	0	0	-1.5

Three compounds from above, sorted by the number in OPRM1-OPRD1 inv, lowest first.
SMILES	Wnt act	Arr AP2 block	OPRM1-OPRD1 inv	Pemphigus Ab inh	MOR-DOR ag	V-ATPase pHluor	Keap1-Nrf2 PPI	LANA DNA inh
CC1(C)CC(=O)C2=C(C1)Nc1ccccc1NC2c1ccccn1 (stereo not drawn)	.	2	7	105	-1.2	-2	-2	0.4
Fc1ccccc1NC(=S)NC1CCCC1	1	4	8	118	-1.6	1	0	1.0
CN(C(=O)CC1C(=O)NCCN1Cc1ccc2ccccc2c1)C1CCOCC1 (stereo not drawn)	1	27	12	.	-2.2	-2	-7	1.9
